PTHR1 ag – activates the human parathyroid hormone receptor PTHR1; Q03431; HEK293 GP2 PTHR1 cells, GloSensor cAMP luminescence, 1 h; Potency, µM (highest dose often 115 µM), inactives show at the top dose activation, usual class: activators; actives 0.075% (n = 410,000); note: nearly all actives have a fitted effect of over 55% in size; some results filed as inactive show a strong effect at the top dose; inactives centre near -15; many of its hits are not listed in these tables
Target sequence (Q03431 whole entry, looked up): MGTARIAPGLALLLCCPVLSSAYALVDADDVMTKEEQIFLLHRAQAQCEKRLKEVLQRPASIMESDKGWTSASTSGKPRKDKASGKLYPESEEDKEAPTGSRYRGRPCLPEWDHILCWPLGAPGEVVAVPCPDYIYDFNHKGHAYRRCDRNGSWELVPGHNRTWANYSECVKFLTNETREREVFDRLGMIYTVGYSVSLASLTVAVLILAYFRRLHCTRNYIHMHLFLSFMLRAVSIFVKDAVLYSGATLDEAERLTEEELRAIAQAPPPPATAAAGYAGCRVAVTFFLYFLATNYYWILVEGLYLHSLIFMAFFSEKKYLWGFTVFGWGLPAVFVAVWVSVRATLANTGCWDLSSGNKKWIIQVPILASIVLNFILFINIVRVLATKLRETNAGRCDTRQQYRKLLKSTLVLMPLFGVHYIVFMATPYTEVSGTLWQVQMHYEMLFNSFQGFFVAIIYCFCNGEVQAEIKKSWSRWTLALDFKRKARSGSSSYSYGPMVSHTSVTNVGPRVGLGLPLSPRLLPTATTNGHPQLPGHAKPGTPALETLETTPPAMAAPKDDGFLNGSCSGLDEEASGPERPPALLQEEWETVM
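HEK-293-derived GP2 cells expressing PTHR1 and a GloSensor cAMP reporter, 3,000/well, plated overnight, given luciferin plus IBMX (each 0.5 mM as added) for 1 h at 37 °C, then compound for 1 h at 37 °C. Luminescence was read after 15 min at room temperature.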
GLP1R inv ag – acts as inverse agonist at human GLP-1 receptor; P43220; HEK293 GLP-1R CRE-luciferase, luminescence, 24 h; GLP-1R form is constitutively active; Potency, µM (doses to about 38.3 µM), inactives show top-dose activity change, negative = inhibition, most hits filed as inhibitors; actives 1.6% (n = 410,000); AID 624417; note: % is set by controls: 0 for no effect and ±100 for the full control effect; nearly all actives have a fitted effect of over 55% in size
Target sequence (P43220 whole entry, looked up): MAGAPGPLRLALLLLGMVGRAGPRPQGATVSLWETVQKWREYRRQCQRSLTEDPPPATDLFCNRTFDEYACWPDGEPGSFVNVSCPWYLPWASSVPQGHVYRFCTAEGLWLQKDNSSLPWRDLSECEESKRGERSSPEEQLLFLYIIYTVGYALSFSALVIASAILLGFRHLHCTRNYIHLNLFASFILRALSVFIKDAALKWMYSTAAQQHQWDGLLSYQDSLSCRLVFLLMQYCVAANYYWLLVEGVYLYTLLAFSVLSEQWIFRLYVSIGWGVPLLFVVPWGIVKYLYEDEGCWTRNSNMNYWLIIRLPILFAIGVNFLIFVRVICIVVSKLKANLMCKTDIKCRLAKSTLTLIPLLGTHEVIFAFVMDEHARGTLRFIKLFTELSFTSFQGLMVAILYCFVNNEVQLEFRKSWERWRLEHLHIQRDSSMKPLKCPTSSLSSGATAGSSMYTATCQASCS
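Constitutively active GLP-1R drives a cAMP-responsive luciferase in stably transfected HEK293 cells; test compounds are added after overnight (12 h) attachment and left 24 hr, and signal loss in luminescence marks inhibition.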
GLP1R cytotox – cytotoxic in the GLP-1 receptor inverse agonist counter-screen; HEK293 cAMP-luciferase reporter cells, luminescence, 24 h; Potency, µM (titrated, usually from 38.3 µM), for the others: top-dose activity change, negative = inhibition, actives largely listed as inhibitors; actives 0.13% (n = 410,000); AID 624418;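 note: loss of luciferase light is scored as toxicity; % is set by controls: 0 for no effect and ±100 for the full control effect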
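Compound-treated cells are incubated 24 hr at 37 deg C under 5% CO2 after a 12 hour attachment period, then luciferase detection reagent is added and luminescence is measured following 12 min at room temperature; lowered signal indicates toxicity.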
An asterisk follows results filed as active; i = inactive; u = inconclusive; [ ] = remark or other dose. Calls come from the whole dose curve; as a rule, active = well fitted curve in the direction sought with a large enough effect; inconclusive = small, poorly fitted or top-dose-only effect, or another doubt; inactive = no such curve, though single readings can be large; an effect the other way counts as inactive or inconclusive. Potency is the fitted concentration of half-maximal effect.

Every second line gives: PTHR1 ag | GLP1R inv ag | GLP1R cytotox
COc1cccc(CNC(=O)CCn2cccn2)c1
    i | 5% | 2%
Cc1ccc(C)c(NC(=O)N(C)CCc2c(C)nn(C)c2C)c1
    -28% | 1% | 1%
COc1ccc(Nc2ncnc3c2cnn3C)c(OC)c1
    16% | 5% | -5%
CCCc1nnc(NC(=O)Cc2coc3ccc(C)cc23)s1
    22% | 7% | -6%
CCOC(=O)c1ccc(NC(=O)CC2C(=O)N(c3ccc(F)cc3)C(=O)N2Cc2ccc(C)cc2)cc1 (centres undefined)
    -9% | u | -7%
COc1ccccc1CNC(=O)c1cn(C)c2ccc(S(=O)(=O)N3CCC(C)CC3)cc2c1=O
    i | -3% | -6%
Nc1c(-c2nc(-c3ccc(Cl)cc3)no2)nnn1-c1ccc(C(F)(F)F)c(Cl)c1
    -17% | 5% | 0%
CCOc1ccc(C(=O)Nc2ccc(C(=O)OCc3cc(=O)n4ccsc4n3)cc2)cc1
    -2% | 3% | -5%
Cc1ccc(OCCn2c(-c3ccc(Br)cc3)nc3ccccc3c2=O)cc1C
    i | 7% | 1%
COc1ccccc1-c1nn2c(=O)cc(CN3CCN(C(=O)/C=C/c4ccccc4)CC3)nc2s1
    -11% | -9% | -8%
CCn1c(C)c(C2N3CC4(C)CN2CC(C)(C3)C4=O)c2ccccc21 (centres undefined)
    -10% | -2% | 4%
COc1cc(C(=O)Nc2cc3c(cc2C)n(C)c(=O)c(=O)n3C)cc(OC)c1OC
    -1% | 6% | -5%
Cc1ccc2oc(=O)n(CCNC(=O)Nc3ccccc3C)c2c1
    12% | 15% | 7%
COc1ccc(-c2cc(C(=O)Oc3ccc(C)c(C)c3)c3ccccc3n2)cc1
    -3% | 5% | 2%
COc1ccc2oc(=O)cc(CN3CCN(C(=O)c4ccccc4Br)CC3)c2c1
    -22% | -19% | u
Cc1ccc(N(C)S(=O)(=O)c2ccc3[nH]c(=O)ccc3c2)cc1
    -11% | 13% | 0%
COc1cccc(NC(=O)c2ccc(-c3nc(COc4ccc(C)cc4)c(C)o3)cc2)c1
    -79% | 6% | -1%
COCCCNC(=O)CSc1nc2cc3c(cc2c(=O)n1CCCCCC(=O)NCc1ccc(OC)cc1)OCO3
    21% | 6% | 0%
COc1ccc(CCNC(=O)Cc2c(C)c3cc4c(C(C)(C)C)coc4c(C)c3oc2=O)cc1OC
    0% | 11% | 1%
CCOC(=O)c1c(C)[nH]c(CCC(=O)Nc2ccc(C)c(F)c2)c1C
    -24% | -28% | -9%
COc1ccccc1C(=O)Nc1ccccc1C(=O)OCc1cc(=O)n2c(C)csc2n1
    i | 13% | -6%
CCOc1ccc2oc(=O)cc(CN3CCN(c4ccc(OC)cc4)CC3)c2c1
    -57%[inhibitor] | 5% | 16%
CC(=O)N1CCCc2cc(S(=O)(=O)N3CCC(C(=O)N(Cc4ccccc4)C(C)C)CC3)ccc21
    -14% | 2% | 4%
COc1ccc(-c2csc3nc(-c4ccc(F)cc4)oc(=O)c23)cc1OC
    -17% | 8% | 0%
NC(=O)C1(N2CCCCC2)CCN(C(=O)Nc2ccc(Cl)c(Cl)c2)CC1
    4% | -6% | 1%
CCOC(=O)c1cc(-c2ccc(F)cc2)n(CCC(=O)NC2CCCCC2)c1C
    i | u | -4%
CCC1CCCCN1CC(=O)N1CCCc2c1c(=O)oc1ccc(OCc3ccccc3)cc21 (centres undefined)
    i | u | -3%
COc1ccc(Cl)cc1NC(=O)Cn1cc2c(n1)CCC(C)C2 (centres undefined)
    i | 3% | -4%
O=C(c1ccc(Br)cc1)N(Cc1ccco1)c1ccccn1
    i | 4% | 1%
CCOc1ccc(NC(=O)C(C)n2c(=O)cc(C)c3c(C)nn(-c4ccccc4)c32)cc1 (centres undefined)
    -35%[inhibitor] | 12% | 1%
COc1ccccc1CN1CCN(C2CCN(C(=O)NC(C)C)CC2)C(=O)C1=O
    i | 16% | -15%
Cc1ccc(CNC(=O)C(=O)NCC(c2ccco2)S(=O)(=O)c2ccccc2)cc1 (centres undefined)
    -18% | -5% | 0%
CCOC(=O)C1CCC(CN(Cc2ccccc2)S(=O)(=O)c2ccc(Br)cc2)CC1 (centres undefined)
    i | 3% | -3%
COc1ccc(CCNC(=O)c2c(C)oc3nc(C)nc(N4CCOCC4)c23)cc1OC
    -20% | 7% | -12%
COCCCNC(=O)C1CCN(Cc2cc3ccccc3n2Cc2cccc(C)c2)CC1
    -36%[inhibitor] | u | -1%
CCOC(=O)c1c(NC(=O)c2cc(-c3cccc(OC)c3)on2)sc2c1CCCC2
    i | 14% | -10%
Cc1cn2c(=O)cc(COC(=O)c3cccc(NC(=O)COc4ccccc4C)c3)nc2s1
    i | -14% | 3%
O=C(CS(=O)(=O)c1cccc2nsnc12)Nc1ccc(F)cc1F
    -16% | 12% | 3%
CCOc1ccc(OCC)c(NS(=O)(=O)c2c(C(=O)N3CCC(C)CC3)c(C)n(C)c2C)c1
    -7% | 1% | -17%
COc1ccc2nc(NC(=O)c3cc(=O)c4cc(C)c(C)cc4o3)sc2c1
    -19% | -3% | -5%
O=C(Nc1ccc(F)cc1F)C1CCN(C(=O)c2cnn(-c3ccccc3)c2-n2cccc2)CC1
    i | u | 3%
COc1cccc(CNC(=O)c2cc(-c3cccc(OC)c3)n[nH]2)c1
    -24% | -23% | -14%
COc1cc(-c2nnc(SCC(=O)N3CCCc4ccccc43)o2)cc(OC)c1OC
    i | u | -1%
CCOC(=O)N1CCc2c(sc3c2c(=O)n(-c2ccc(Cl)cc2)c(=O)n3CC(=O)c2ccc(F)cc2)C1
    -12% | 2% | -1%
CCc1ccccc1NC(=O)c1ccc(F)c(S(=O)(=O)N2CCN(c3ccccc3OC)CC2)c1
    -31% | u | -10%
CCc1cccc(NC(=O)Cn2nc(-c3ccc(OC)cc3)ccc2=O)c1
    i | 9% | -9%
Cc1ccc2occ(CC(=O)Nc3ccc(S(N)(=O)=O)cc3)c2c1
    u | 19% | 1%
Cc1ccccc1Nc1nc(N)c(C(=O)c2ccccc2Cl)s1
    -28% | u | -5%
CCOc1cc(C(=O)NCC(c2ccc(N(C)C)cc2)N2CCOCC2)cc(OCC)c1OCC (centres undefined)
    i | 3% | 1%
CCc1ccc(-c2nc(SCC(=O)NCC3CCCO3)c(-c3ccc(F)cc3)[nH]2)cc1 (centres undefined)
    i | u | 4%
CCOc1ccc(NC(=O)CSc2oc(-c3ccco3)nc2S(=O)(=O)c2ccccc2)cc1
    -27% | -7% | 0%
COc1cccc(N2CCN(C(=O)c3c4c(nc5ccccc35)C(=O)N(C3CCCCC3)C4)CC2)c1
    -13% | u | -14%
Cc1ccc(Cl)cc1Nc1nn2c(=O)c3ccc(C(=O)NC(C)c4ccccc4)cc3nc2s1 (centres undefined)
    -3% | -1% | 0%
CCCCNC(=O)c1nn(-c2ccc(CC)cc2)nc1CO
    -64%[inhibitor] | -26% | -8%
CCCCSc1nnc2n(-c3ccc(OC)cc3)c(=O)c3c4c(sc3n12)COC(C(C)C)C4 (centres undefined)
    -9% | 9% | -4%
CCOc1ccc(CCNC(=O)c2nn(C)c3c2CSc2ccc(C)cc2-3)cc1OCC
    -36% | 10µM* | 19%
CCCN(c1ccccc1F)S(=O)(=O)c1cc(-c2cc(C)no2)ccc1C
    -26% | u | 6%
COCCNC(=O)c1cnc2sc(N3CCC(C)CC3)nn2c1=O
    i | -4% | -1%
Cc1ccc2[nH]c3c(=O)n(CC(=O)N4CCCC(C)C4)ncc3c2c1 (centres undefined)
    i | 7% | -5%
CCc1cccc(C)c1NC(=O)CCn1nc(C)c2c(C)n(-c3ccccc3)nc2c1=O
    -59%[inhibitor] | -8% | 18%

(continued)
Every second line gives: PTHR1 ag | GLP1R inv ag | GLP1R cytotox
Cc1cccn2c(=O)cc(CSc3nnc(NC(=O)c4ccc(F)cc4)s3)nc12
    -2% | 4% | 5%
COc1ccccc1OCCn1c(-c2ccc(Cl)cc2)nc2ccccc2c1=O
    -5% | 1% | 0%
CCOc1ccc(C(=O)N2CCCCC2CCN2CCOCC2)cc1 (centres undefined)
    -25% | 7% | 1%
COc1ccccc1NC(=O)CSCc1cc(=O)c2c(C)cc(C)cc2[nH]1
    i | u | -23%
Cc1ccc(-c2nc3ncccc3o2)cc1NC(=O)c1ccccc1Br
    -23% | 8% | 5%
COc1ccc(CNC(=O)Cc2ccc(NC(=O)N3CCCCc4ccccc43)cc2)cc1
    27% | u | -3%
CCC(=O)N1CCc2cc(CNC(=O)Nc3cc(C)ccc3C)ccc21
    -13% | 7% | -3%
O=C(Nc1ccccc1)N(Cc1ccc(F)cc1)c1ccccn1
    -9% | u | 4%
CCc1c(C)sc2c1CCN(C(=O)Nc1cc(Cl)c(OC)cc1OC)C2c1ccccc1 (centres undefined)
    i | -65% | 15%
Cc1cccc(OCC(=O)Nc2cccc(C(=O)OCc3cc(=O)n4c(C)csc4n3)c2)c1
    i | u | 1%
CCOc1ccc(CCNC(=O)c2ccc3[nH]c(C)c(C)c3c2)cc1
    i | u | -5%
CCOc1ccccc1NC(=O)N1c2ccccc2Sc2ccccc21
    -19% | u | 11%
Cc1cccc(C(=O)N2CCc3cc(CNS(=O)(=O)c4cccs4)ccc32)c1
    -48%[inhibitor] | -25% | -12%
CCCn1cc(S(=O)(=O)c2cc(C)ccc2C)c(=O)c2cc(F)c(N3CCOCC3)cc21
    u | -7% | 0%
O=C(CSc1ccccc1)N1CCc2c([nH]c3ccccc23)C1c1ccc(F)cc1 (centres undefined)
    i | u | -6%

Entries of single compounds, looked up by structure:
Record of `CCOc1ccccc1NC(=O)N1c2ccccc2Sc2ccccc21` → PTHR1 ag: -19%; GLP1R inv ag: u; GLP1R cytotox: 11%
Record of `Cc1cccc(C(=O)N2CCc3cc(CNS(=O)(=O)c4cccs4)ccc32)c1` → PTHR1 ag: -48%[inhibitor]; GLP1R inv ag: -25%; GLP1R cytotox: -12%

Records above marked active in GLP1R inv ag.
Structure | PTHR1 ag | GLP1R inv ag
CCOc1ccc(CCNC(=O)c2nn(C)c3c2CSc2ccc(C)cc2-3)cc1OCC | -36% | 10µM*

Next records follow.
Every second line gives: PTHR1 ag | GLP1R inv ag | GLP1R cytotox
COc1ccc(-n2nc(C(=O)NCCc3ccc(OC)c(OC)c3)c3c4ccccc4n(C)c3c2=O)cc1
    i | 12% | -13%
CCn1c2c(c(=O)n3ncc(C(=O)Nc4ccc(OC(F)(F)F)cc4)c13)CN(Cc1ccc(OC)cc1)CC2
    8% | u | -10%
CC(C)Nc1ccc(-c2nc(-c3ccco3)no2)cc1[N+](=O)[O-]
    -21% | 6% | 3%
CC1CCN(c2ccc(-c3cccc(NS(=O)(=O)c4cccs4)c3)nn2)CC1
    -29% | u | -8%
O=S(=O)(c1ccc(Br)cc1)c1nnn2c1nc(Nc1cccc(C(F)(F)F)c1)c1sccc12
    u | 4% | 20%
COc1ccc(-n2nc3c(N4CCC(C(=O)NCc5cccc(F)c5)CC4)nnc(C)c3c2C)cc1
    i | 8% | 1%
COc1ccc(C(=O)Nc2nc3c(s2)Cc2c(Br)ccc(OC)c2-3)cc1OC
    7% | -13% | 6%
Cc1cccc(C(=O)Nc2cc3c(cc2N2CCOCC2)n(C)c(=O)n3C)c1
    27% | 14% | -1%
CCc1ccc(CNC(=O)c2cc3n(n2)CCCN(Cc2ccccc2)C3=O)cc1
    -86%[inhibitor] | -25% | -3%
CC(C)Cn1c(-c2ccccc2Cl)nc2ccccc21
    i | u | -3%
COc1ccc(C)c2sc(N(Cc3cccnc3)C(=O)C3CCCCC3)nc12
    -7% | -2% | -1%
Cc1ccccc1Nc1c2c(nc3nncn13)CCC2
    -6% | 21% | 0%
Cc1ccc(Cl)cc1N1CCN(C(=O)c2cc(S(=O)(=O)N3CCCC3)c[nH]2)CC1
    -73%[inhibitor] | u | -26%
Cc1cccc(Cn2c(=O)n(CCC(=O)NCc3ccc4c(c3)OCO4)c(=O)c3sccc32)c1
    8% | 9% | 0%
CC(C)c1ccc(NC(=O)c2ccc3c(O)c(S(=O)(=O)c4ccccc4)c(=O)[nH]c3c2)cc1
    i | 3% | 2%

These rows are one share of the data (hit frequency here may not be typical).
